FUS yeast rescue: qHTS for Suppressors of FUS Proteinopathy: Primary screen using FUS-linked yeast assay; S. cerevisiae FUS-expressing, growth rescue, OD600, 24 h; Potency, µM (highest dose often 76.6 µM), for the others: at the highest dose growth rescue (activation), most hits filed as activators; hit rate 0.24% among 390,000; AID 1347120, 2019;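 also: plate controls were DMSO vehicle for no effect and reference control for full effect; nearly all actives have a fitted effect of over 55% in size; some results filed as inactive show a strong effect at the top dose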
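Yeast expressing FUS under galactose induction, OD 0.005 in 2% galactose medium; compounds in a dilution series, 24 h at 30C. Growth rescue by absorbance at 600 nm; CP55940 positive control, DMSO negative.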
Abeta yeast res: qHTS for compounds that reverse cellular toxicity of Amyloid beta (A-beta) peptide in yeast: Primary Screen. yeast expressing A-beta42, growth rescue, OD600, 48 h; response scale: 0% DMSO, 100% iron-clioquinol control. hit rate 0.063% among 410,000. Potency, µM (titrated, usually from 46.1 µM), without a hit: at the highest dose growth rescue, actives largely listed as activators; also: nearly all actives have a fitted effect of over 55% in size
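Growth rescue measured by 600 nm absorbance after 48 h yeast culture at 30 C with compound. Values normalized between DMSO and an equimolar ferric chloride plus clioquinol control.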
aSyn yeast inh: qHTS of alpha-syn Inhibitors | Yeast expressing alpha-synuclein, growth rescue, BacTiter-Glo, 24 h | Potency, µM (series often up to 46.1 µM), without a hit: at the highest dose growth rescue (activation), actives largely listed as activators | hit rate 0.14% among 370,000 | AID 652106, 2013; also: % of control where 0% means no effect; nearly all actives have a fitted effect of over 65% in size
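Galactose-induced alpha-syn yeast (OD600=0.02, raffinose-pregrown) + pinned cpd, 24 hr, 30 deg C; growth by BacTiter-Glo luminescence. Growth restoration scores as activation.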
* hit, by the source's call; ? = inconclusive; [ ] = another dose, or the depositor's remark. Calls follow the shape of the dose curve; as a rule, active = well fitted activation curve with a large enough effect; inconclusive = small, poorly fitted or top-dose-only effect; inactive = no such curve, though single readings can be large or run the other way. Potency is read from the fitted curve at half-maximal effect.

SMILES | FUS yeast rescue | Abeta yeast res | aSyn yeast inh
Cc1ccc(N2C(=O)CS(=O)(=O)C23C(=O)N(Cc2ccccc2C)c2ccccc23)cc1Cl (stereo not drawn) | 13% | -7% | -3%
COc1cccc(CNS(=O)(=O)c2ccc3[nH]c4c(c3c2)CCCCC4)c1 | -19% | -15% | 4%
Cc1ccc(NC(=O)C2CCCN(S(=O)(=O)c3ccc4c(c3)CCCC(=O)N4)C2)cc1N(C)C (stereo not drawn) | -6% | -12% | 0%
CCCCSCCCNC(=O)CN1C(=O)COc2ccc(S(=O)(=O)N3CCC(C)CC3)cc21 | -7% | -26% | -15%
CCOc1cc2sc(N3CCC(C(=O)Nc4ccc(C(C)C)cc4)CC3)nc2cc1Br | 1% | 2% | 0%
COc1cccc(-n2c(SCc3ccc(F)cc3)nc3c([nH]c4ccccc43)c2=O)c1 | 25% | -1% | ?
CCCCN(CCCC)CC(O)Cn1cc(/C=C/C(=O)c2ccccc2)c2ccccc21 (stereo not drawn) | 24% | -16% | -17%
COC(=O)c1ccc(C2C(C(=O)Nc3ccccc3)=C(C)Nc3nc4ccccc4n32)cc1 (stereo not drawn) | 2% | -13% | -10%
Cc1cc(NC(=O)c2ccco2)cc(-c2nc3ccccc3o2)c1O | -7% | -20% | -8%
COC(=O)c1ccccc1NC(=O)c1sc2nc(C)cc(C)c2c1NC(=O)c1ccccc1Cl | -19% | -6% | -7%
COc1ccccc1Nc1nn2c(=O)c3ccc(C(=O)NC(C)c4ccccc4)cc3nc2s1 (stereo not drawn) | 33% | -7% | -3%
Cc1cc(C)cc(N2C(=O)CSC23C(=O)N(CC(=O)Nc2ccc(F)cc2F)c2ccccc23)c1 (stereo not drawn) | -10% | -3% | 0%
Cc1ccc2ccc3cc(C(=O)N4CCN(c5ccccc5)CC4)nc3c2[nH]1 | 16% | -21% | ?
Cc1cc(C)c(NC(=O)c2sc3nc(C)cc(C)c3c2N)c(C)c1 | -14% | 16% | 1%
Cc1cc2nn(-c3ccc(F)cc3)nc2cc1NC(=O)c1ccc(OC(C)C)cc1 | -23% | -5% | 5%
O=C1CS(=O)(=O)C2(C(=O)N(Cc3ccccc3)c3ccccc32)N1c1ccc(F)c(Cl)c1 (stereo not drawn) | 25% | 10% | 12%
Cc1ccc(CN2C(=O)c3ccccc3Sc3ccc(C(=O)OCc4ccco4)cc32)cc1 | -1% | -13% | 7%
Cc1ccc(NC(=O)Cn2c(=O)n(-c3ccccc3)c(=O)c3ccc(C(=O)NCc4ccc5c(c4)OCO5)cc32)cc1 | -9% | -11% | -2%
O=C(CC1Sc2ccc(C(F)(F)F)cc2NC1=O)Nc1ccc(Cl)c(C(F)(F)F)c1 (stereo not drawn) | -14% | -5% | 3%
CCOC(=O)c1cc(OC(=O)c2ccccc2F)n(-c2ccccc2)n1 | 7% | -18% | -42%[inhibitor]
CCSc1ccc(C(=O)Nc2ccc(-c3nc4ccc(C)cc4s3)cc2)cc1 | -9% | -20% | -13%
CC(=O)c1ccc(N2CCN(C(=O)c3cc4c(s3)-c3ccccc3OC4)CC2)cc1 | -4% | -26% | 0%
Cn1c(=O)c2c(-c3ccc(Cl)cc3)n(Cc3ccccc3)cc2n(C)c1=O | 16% | -7% | 10%
Cn1ccc2cc(S(=O)(=O)N3CCN(C(=O)Nc4cccc(F)c4)CC3)ccc21 | ? | 1% | 4%
O=C(CN1C(=O)COc2ccc(S(=O)(=O)N3CCOCC3)cc21)N1CCN(c2ccc(F)cc2)CC1 | 8% | -9% | -1%
Remaining list, next part:
SMILES | FUS yeast rescue | Abeta yeast res | aSyn yeast inh
CCn1c(=N)n(CC(O)COc2ccccc2)c2ccccc21 (stereo not drawn) | -24% | -10% | 1%
CCC1CCCCN1S(=O)(=O)c1ccc(C(=O)Nc2sc3c(c2C(N)=O)CCC3)cc1 (stereo not drawn) | 17% | 11% | ?
CCc1ccc(NCc2cc3ccc(OC)cc3n(CC(=O)Nc3ccc(C(C)C)cc3)c2=O)cc1 | 9% | -12% | -2%
O=C(CCNS(=O)(=O)c1ccc2c(c1)CCN2C(=O)C1CC1)Nc1ccc(F)cc1F | -3% | -15% | 0%
Cc1csc2nc(-c3cccc(NC(=O)c4ccccc4Cl)c3)cn12 | ? | 0% | -11%
O=C(NCCc1nc2ccccc2n1Cc1ccccc1F)c1ccc(F)cc1 | 15% | 7% | 3%
CNC(=O)c1c(NC(=O)/C=C/c2ccccc2Cl)sc2c1CCC2 | 9% | -7% | 1%
C=CCc1cccc2cc(C(=O)NCCc3c(C)[nH]c4c(C)cccc34)c(=O)oc12 | -11% | 0% | 6%
CCN(CC)S(=O)(=O)c1ccc(NC(=O)CN(c2ccccc2)S(=O)(=O)N(C)C)cc1 | 21% | -8% | 1%
Cc1ccc(NC(=O)/C=C/c2ccc(Cl)cc2)c(Br)c1 | -10% | -10% | -11%
Cc1c(Cl)cccc1NC(=O)CNS(=O)(=O)c1cccs1 | -19% | -6% | 0%
O=C(CSc1nccn1Cc1ccc(F)cc1)Nc1nc2ccccc2s1 | 44% | ? | 20µM*
CC(=O)Nc1cccc(-c2nnc(SCC(=O)c3cc([N+](=O)[O-])ccc3Cl)o2)c1 | 13µM* | -19% | 0%
Cc1ccc(Cl)cc1N1CCN(C(=O)CN2C(=O)COc3ccc(S(=O)(=O)N4CCCCCC4)cc32)CC1 | 1% | -22% | -3%
COc1ccc(Nc2nc(N)nc(N)c2S(=O)(=O)c2ccccc2)cc1 | -11% | -9% | -1%
O=C1COc2cc(S(=O)(=O)CCC(=O)N3CCN(c4ccccc4F)CC3)c(Cl)cc2N1 | -9% | -12% | -7%
COc1cc(NS(=O)(=O)c2ccc3c(c2)CCCN3C(C)=O)cc(OC)c1OC | 2% | -2% | -1%
COc1cc(OC)c(NC(=O)CN(C)S(=O)(=O)c2ccc3c(c2)CCCC(=O)N3)cc1Cl | 11% | -8% | 1%
C=Cc1ccc(CN2C(=O)c3ccccc3Sc3ccc(C(=O)OCc4ccco4)cc32)cc1 | 18% | -5% | 4%
Cc1[nH]c2c(C)cccc2c1CCNC(=O)c1cc2ccccc2oc1=O | -17% | -14% | -6%
COc1cc(NC(=O)CN2C(=O)CCc3cc(Br)ccc32)cc(OC)c1OC | 12% | -2% | 1%
COc1cccc(NC(=O)CN2C(=O)CC(c3ccco3)Sc3ccccc32)c1 (stereo not drawn) | ? | -15% | ?
O=C(Nc1c2c(nn1-c1ccc(Cl)cc1)CS(=O)(=O)C2)c1ccccc1F | -9% | -14% | -15%
COc1ccc(-c2nc3ccccc3s2)cc1NC(=O)COc1ccc(C)cc1 | -25% | -20% | -6%
CCOC(=O)c1ccc(-c2ccc(/C=C(\C#N)C(=O)Nc3cccc(C)c3)o2)cc1 | -21% | -11% | -2%

Entries above marked active in aSyn yeast inh:
| structure | FUS yeast rescue | aSyn yeast inh |
| --- | --- | --- |
| O=C(CSc1nccn1Cc1ccc(F)cc1)Nc1nc2ccccc2s1 | 44% | 20µM* |

Other results follow:
SMILES | FUS yeast rescue | Abeta yeast res | aSyn yeast inh
CCc1ccc(Sc2cc(C(=O)NCc3ccccc3OC)c3ccccc3n2)cc1 | 6% | -3% | -1%
COc1ccc(-c2nc(C)c(CCNC(=O)c3c(F)cccc3F)s2)cc1 | -12% | -5% | -1%
COc1cc(NC(=O)C2CCN(S(=O)(=O)c3ccc4c(c3)CCCC(=O)N4)CC2)cc(OC)c1 | -10% | -18% | 0%
COc1ccc(CNC(=O)Cn2c(=O)ccc3cc(S(=O)(=O)N4CCCC4)ccc32)cc1 | -7% | -9% | -4%
CCc1nnc(NC(=O)CSc2nccn2Cc2ccccc2)s1 | -10% | -2% | -2%
Cn1c(=O)[nH]c2cc(-c3noc(-c4ccc(C#N)cc4)n3)ccc21 | -17% | 1% | 2%
CCN(CC)CCCNC(=O)c1ccc(-c2nc(CN3CCc4ccccc43)c(C)o2)cc1 | 24% | -4% | 0%
COc1ccc2oc(=O)c(C(=O)NCCc3c(C)[nH]c4ccc(F)cc34)cc2c1 | -9% | -12% | 0%
Cc1ccc(C)c(N2CCN(C(=O)Cn3cnc4onc(-c5ccc(F)cc5)c4c3=O)CC2)c1 | 31% | 28% | ?
Cc1cccc(-n2ccnc2SCC(=O)Nc2cc(C(F)(F)F)ccc2Cl)c1 | -9% | 6% | 0%
CC(=O)c1ccc(NC(=O)c2nc(-c3ccc(C)cc3)n3c2CCCCC3)cc1 | 1% | -15% | 0%
CCN(c1ccc(OC)cc1)S(=O)(=O)c1ccc2[nH]c3c(c2c1)CCCCC3 | 23% | -1% | 15%
Cc1ccc(-n2c(SCC(=O)NCc3ccc(F)cc3)nc3c([nH]c4ccccc43)c2=O)cc1 | 32% | -3% | -8%
COc1cc(C2NC(=O)N(C)C3=C2C(=O)N(c2ccccc2)C3)ccc1O (stereo not drawn) | -9% | 0% | 1%
Cc1ccccc1C(=O)NC(=O)Nc1ccc(-n2nc(C(F)(F)F)cc2C(F)(F)F)cc1 | -20% | -11% | -3%
CSc1cccc(NC(=O)c2cnn(-c3ccc(F)cc3)c2-n2cccc2)c1 | 12% | -72%[inhibitor] | -23%
CC(C)(C)c1ccc(-c2nc(SCC(=O)Nc3ccc(Cl)cc3)[nH]c(=O)c2C#N)cc1 | -7% | -3% | 2%
COc1cc(C(CC(=O)NCc2ccccc2)N2Cc3ccccc3C2=O)cc(OC)c1OC (stereo not drawn) | 11% | -9% | -7%
CCOC(=O)Cn1c(=O)n(C2CCCCC2)c2nc(-c3c(F)cccc3Cl)nc(C(N)=O)c21 | ? | 0% | 3%
CC(C)(C)NC(=O)CCSc1nc(-c2ccc3c(c2)OCO3)cc(C(F)(F)F)n1 | -11% | -18% | 0%
Cc1ccc(-n2nc(C)c3c(C)c(CCC(=O)NCc4cccc(Cl)c4)c(C)nc32)cc1C | -2% | -10% | -1%
COc1ccc2oc(=O)c(C(=O)NCCc3c(C)[nH]c4c(C)cccc34)cc2c1 | -5% | -10% | 1%
CCCN1CCN(CCCNC(=O)c2cnn(-c3ccc(F)cc3)c2-n2cccc2)CC1 | -14% | -6% | -1%
COc1ccccc1CNC(=O)c1ccc(-c2nc(CN3CCc4ccccc43)c(C)o2)cc1 | ? | -13% | -3%
COc1ccccc1NC(=O)CC(c1cc(OC)c(OC)c(OC)c1)N1Cc2ccccc2C1=O (stereo not drawn) | 20% | -6% | ?

Random excerpt: two records from the list, in no set order.
SMILES | FUS yeast rescue | Abeta yeast res | aSyn yeast inh
O=C1CS(=O)(=O)C2(C(=O)N(Cc3ccccc3)c3ccccc32)N1c1ccc(F)c(Cl)c1 (stereo not drawn) | 25% | 10% | 12%
Cc1[nH]c2c(C)cccc2c1CCNC(=O)c1cc2ccccc2oc1=O | -17% | -14% | -6%

(list continues)
SMILES | FUS yeast rescue | Abeta yeast res | aSyn yeast inh
CCOC(=O)c1noc2ncn(CC(=O)Nc3cc(Cl)ccc3OC)c(=O)c12 | 2% | -11% | 0%
CC(=O)Nc1cc(C(=O)NCc2ccc(F)cc2)ccc1S(=O)(=O)c1ccc(C)cc1 | 19% | -12% | 0%
COc1ccc(OC)c(NC(=O)N2CCN(S(=O)(=O)c3ccc4c(ccn4C)c3)CC2)c1 | ? | -6% | ?
Cc1cccc(S(=O)(=O)c2cn(Cc3ccccc3)c3cc(N4CCC(C)CC4)c(F)cc3c2=O)c1 | ? | -4% | 1%
CCOc1ccccc1-n1c(N)c(C(=O)OC)c2nc3ccccc3nc21 | -11% | -15% | -4%
Cc1cc(Cl)ccc1OCC(=O)Nc1c(Cl)ccc2nsnc12 | -12% | 0% | -4%

Of the compounds above, 4 have a CF3 group.
SMILES | FUS yeast rescue | Abeta yeast res | aSyn yeast inh
O=C(CC1Sc2ccc(C(F)(F)F)cc2NC1=O)Nc1ccc(Cl)c(C(F)(F)F)c1 (stereo not drawn) | -14% | -5% | 3%
Cc1cccc(-n2ccnc2SCC(=O)Nc2cc(C(F)(F)F)ccc2Cl)c1 | -9% | 6% | 0%
Cc1ccccc1C(=O)NC(=O)Nc1ccc(-n2nc(C(F)(F)F)cc2C(F)(F)F)cc1 | -20% | -11% | -3%
CC(C)(C)NC(=O)CCSc1nc(-c2ccc3c(c2)OCO3)cc(C(F)(F)F)n1 | -11% | -18% | 0%

A draw from above in order of SMILES length, descending.
SMILES | FUS yeast rescue | Abeta yeast res | aSyn yeast inh
Cc1cccc(S(=O)(=O)c2cn(Cc3ccccc3)c3cc(N4CCC(C)CC4)c(F)cc3c2=O)c1 | ? | -4% | 1%
CC(=O)Nc1cc(C(=O)NCc2ccc(F)cc2)ccc1S(=O)(=O)c1ccc(C)cc1 | 19% | -12% | 0%
CCOc1ccccc1-n1c(N)c(C(=O)OC)c2nc3ccccc3nc21 | -11% | -15% | -4%

High-throughput results from PubChem BioAssay.

This is a subset; rates above refer to the full screens.
